Yp Topo-I inh: inhibitors of Yersinia pestis topoisomerase I. actives 0.064% (n = 360,000). activity, % at 10 µM. Y. pestis Topo-I cleavage product accumulation, plate reader; in the data active = activity above about 50%, passing the limit was not always enough; inconclusive = no clear call, values can overlap the other calls; note: inactives centre near 2
PfHsp40 yeast: restores yeast growth despite PfHsp40 toxicity | S. cerevisiae expressing PfHsp40, growth rescue, ATP luminescence | growth rescue, % at 12.5 µM | actives 0.68% (n = 340,000) | AID 504582; in the data active = growth rescue above about 28%, passing the limit was not always enough; inconclusive = no clear call, values can overlap the other calls;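 note: yeast W303a lacking pdr1 and pdr3 grown in galactose medium; growth measured after three days at 30 °C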
BH1578 lux ind: quorum light induction in luxS cqsA deficient V. cholerae. V. cholerae BH1578 lux reporter, luminescence, 6 h. activation, % at 18.7 µM. actives 0.16% (n = 350,000); in the data active = activation mostly above about 9.7%, no sharp cut-off; inconclusive = no clear call, values can overlap the other calls; inactive = mostly below about 3.7%; note: not every result past the cut was called active; inactives centre near 0; reference of the scale not given here
SARS 3CLpro inh: SARS-CoV 3CLpro protease inhibition; actives 0.14% (n = 290,000); inhibition, % at 6 µM; recombinant SARS-CoV 3CLpro, quenched FRET peptide cleavage; in the data active = inhibition above about 12%
PrPC TRFRET: cell surface PrPC inhibition, primary TR-FRET screen; P04156; TR-FRET read-out; inhibition, % at 13.8 µM; actives 0.43% (n = 370,000); AID 720596; in the data active = inhibition above about 24%; note: 0% = median of the test wells and 100% = reference compound wells
Anthrax LF inh2: anthrax lethal factor protease inhibition; multiplex microsphere protease cleavage assay, LF; AID 588501; inhibition, % at 10 µM; actives 0.12% (n = 360,000); P15917; note: plate controls were buffer without enzyme for full effect and enzyme alone for no effect
BoNT A protease: BoNT A light chain protease inhibition. multiplex microsphere protease substrate cleavage, flow cytometry. AID 588499. inhibition, % at 10 µM. actives 0.17% (n = 360,000); note: plate controls were buffer without enzyme for full effect and enzyme alone for no effect
TcdB inh: TcdB glycohydrolase inhibition; inhibition, % at 9.99 µM; AID 652162; TcdB glycohydrolase enzymatic assay, plate reader; actives 0.24% (n = 350,000); P18177; in the data active = inhibition above about 10%
Target sequence (P18177 whole entry, looked up): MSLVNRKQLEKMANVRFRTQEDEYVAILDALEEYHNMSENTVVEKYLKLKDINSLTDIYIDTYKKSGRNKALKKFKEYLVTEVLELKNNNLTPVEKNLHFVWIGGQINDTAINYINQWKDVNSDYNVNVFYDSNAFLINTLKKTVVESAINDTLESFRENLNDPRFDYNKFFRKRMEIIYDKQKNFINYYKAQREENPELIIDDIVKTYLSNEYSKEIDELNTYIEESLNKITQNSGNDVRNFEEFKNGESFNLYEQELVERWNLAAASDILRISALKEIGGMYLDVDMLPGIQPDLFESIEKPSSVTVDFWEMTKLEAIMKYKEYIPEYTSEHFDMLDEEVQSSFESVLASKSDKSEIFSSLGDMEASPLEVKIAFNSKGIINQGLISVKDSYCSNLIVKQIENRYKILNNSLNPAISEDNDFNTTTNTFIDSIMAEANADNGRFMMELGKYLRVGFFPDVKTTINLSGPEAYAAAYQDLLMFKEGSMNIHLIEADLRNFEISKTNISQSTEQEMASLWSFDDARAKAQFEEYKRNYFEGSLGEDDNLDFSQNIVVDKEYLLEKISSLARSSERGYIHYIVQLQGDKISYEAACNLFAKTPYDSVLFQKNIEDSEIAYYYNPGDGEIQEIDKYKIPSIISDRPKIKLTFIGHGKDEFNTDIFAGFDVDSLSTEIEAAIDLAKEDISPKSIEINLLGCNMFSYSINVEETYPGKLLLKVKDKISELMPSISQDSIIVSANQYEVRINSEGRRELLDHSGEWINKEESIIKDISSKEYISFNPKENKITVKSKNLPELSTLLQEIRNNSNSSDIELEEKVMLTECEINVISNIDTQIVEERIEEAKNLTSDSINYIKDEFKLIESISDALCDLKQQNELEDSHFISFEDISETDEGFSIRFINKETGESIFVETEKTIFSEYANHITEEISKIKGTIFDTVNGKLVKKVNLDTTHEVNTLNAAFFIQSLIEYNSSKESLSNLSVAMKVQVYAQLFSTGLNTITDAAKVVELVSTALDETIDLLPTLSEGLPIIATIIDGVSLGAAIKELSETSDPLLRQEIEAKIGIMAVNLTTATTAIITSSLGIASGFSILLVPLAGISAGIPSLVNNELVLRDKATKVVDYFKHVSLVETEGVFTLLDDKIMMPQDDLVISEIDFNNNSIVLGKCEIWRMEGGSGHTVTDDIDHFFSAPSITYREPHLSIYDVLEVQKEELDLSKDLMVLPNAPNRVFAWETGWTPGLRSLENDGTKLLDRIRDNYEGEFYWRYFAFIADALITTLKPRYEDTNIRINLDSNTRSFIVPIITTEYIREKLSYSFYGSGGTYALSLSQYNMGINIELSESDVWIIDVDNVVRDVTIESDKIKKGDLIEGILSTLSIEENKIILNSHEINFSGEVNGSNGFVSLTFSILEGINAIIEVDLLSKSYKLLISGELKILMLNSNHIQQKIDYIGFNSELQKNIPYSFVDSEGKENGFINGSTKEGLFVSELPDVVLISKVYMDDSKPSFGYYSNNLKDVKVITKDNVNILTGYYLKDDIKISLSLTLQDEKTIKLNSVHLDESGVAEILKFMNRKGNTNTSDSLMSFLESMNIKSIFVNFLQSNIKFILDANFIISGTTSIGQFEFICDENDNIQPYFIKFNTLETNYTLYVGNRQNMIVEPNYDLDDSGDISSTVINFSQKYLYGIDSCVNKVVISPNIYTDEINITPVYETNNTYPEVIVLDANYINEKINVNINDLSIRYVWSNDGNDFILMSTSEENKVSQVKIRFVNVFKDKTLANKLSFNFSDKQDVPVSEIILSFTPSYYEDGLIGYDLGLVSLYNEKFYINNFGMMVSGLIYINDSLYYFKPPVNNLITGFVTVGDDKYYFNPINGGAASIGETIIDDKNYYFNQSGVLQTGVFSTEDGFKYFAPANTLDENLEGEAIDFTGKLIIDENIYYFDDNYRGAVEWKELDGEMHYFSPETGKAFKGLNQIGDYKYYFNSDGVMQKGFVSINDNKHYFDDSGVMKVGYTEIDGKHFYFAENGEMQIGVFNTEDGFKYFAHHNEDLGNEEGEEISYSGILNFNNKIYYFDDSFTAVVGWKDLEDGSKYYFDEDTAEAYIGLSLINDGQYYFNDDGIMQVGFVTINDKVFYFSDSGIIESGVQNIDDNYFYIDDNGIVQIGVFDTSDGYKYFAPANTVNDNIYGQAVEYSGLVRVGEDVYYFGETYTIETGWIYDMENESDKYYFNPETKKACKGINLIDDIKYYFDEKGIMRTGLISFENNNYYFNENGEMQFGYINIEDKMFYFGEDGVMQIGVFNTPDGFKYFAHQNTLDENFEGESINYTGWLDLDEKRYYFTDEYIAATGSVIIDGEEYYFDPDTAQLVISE
PriA SSB inh: blocks PriA binding to SSB C-terminal tail | AlphaScreen SSBct-PriA binding, biotinylated peptide | inhibition, % at 33 µM | actives 0.6% (n = 430,000) | AID 1272365; in the data active = inhibition mostly above about 37%, no sharp cut-off; inactive = mostly below about 20%;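 note: plate controls were negative control peptide for no effect and reference peptide for full effect; strong numbers were not always called active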
An asterisk follows results filed as active; i = inactive; ? = inconclusive; nt = no result given; & = joins results of further samples. Cut-off read from the data, not from the text of the source, unless noted: active = inhibition above about 30%; inconclusive = no clear call, values can overlap the other calls; inactive = below that.

| molecule | Yp Topo-I inh | PfHsp40 yeast | BH1578 lux ind | SARS 3CLpro inh | PrPC TRFRET | Anthrax LF inh2 | BoNT A protease | TcdB inh | PriA SSB inh |
| --- | --- | --- | --- | --- | --- | --- | --- | --- | --- |
| CC(C)(Cc1cccc(CC(C)(C)C(=O)O)c1)C(=O)O | -10 | -0.6 | i | 1 | 1 | -7 | -0.1 | 5.8&-3.0 | -4 |
| COc1cnc(-c2ccccc2)nc1Oc1cccc(C)c1C | 0 | 0.2 | -2.2 | -1 | -3 | -3 | -0.1 | nt | -32 |
| O=C(Cn1ccc(NC(=O)OCc2ccccc2)nc1=O)NCCCn1ccnc1 | -6 | 0.5 | i | nt | 2 | 4 | 0.0 | -0.5 | -1 |
| CCCCn1c(SCC(=O)Nc2cc(C)on2)nc2c1c(=O)n(C)c(=O)n2C | 2 | 1.6 | -0.4 | 3 | -2 | -1 | 0.2 | nt | -18 |
| COc1cccc(NC(=O)c2cc(-c3cccnc3)nc3c(Cl)cccc23)c1 | -12 | -0.6 | i | 5 | -3 | -2 | 1.5 | nt | -10 |
| O=C(O)c1cccc(NC(=O)c2cn(-c3ccccc3)nc2-c2cccc(Br)c2)c1 | 11 | 3.1 | -1.5 | 9 | 4 | -3 | -2.3 | 0.3 | 13 |
| O=C(NC1CCCc2ccccc21)C1CCC(CNS(=O)(=O)c2cccc3nsnc23)CC1 (stereo unspecified) | 4 | -0.2 | -0.3 | -5 | 0 | -2 | -0.8 | -0.8 | -5 |
| CCOc1ccccc1NC(=O)CSc1nnc(Cc2ccc(OC)cc2)c(=O)n1N | 33 | 3.6 | i | nt | 3 | ? | ? | 0.2 | -4 |
| COc1ccc(C(=O)N2CCCC(c3nc(-c4cccs4)no3)C2)cc1 (stereo unspecified) | 21 | -0.6 | -0.7 | 3 | 8 | -4 | -1.6 | nt | -19 |
| CC1=C(C(=O)Nc2ccc(C)cc2C)C(c2cccs2)NC(=S)N1 (stereo unspecified) | -4 | -1.5 | -0.4 | 0 | -4 | -2 | -0.4 | nt | -3 |
| CCCCn1c(N)c(N(Cc2ccccc2OC)C(=O)CC2OC(=O)c3ccccc32)c(=O)[nH]c1=O (stereo unspecified) | 4 | 0.1 | -1.2 | nt | -8 | -4 | -1.7 | 0.5 | -8 |
| Cc1ccccc1CSCCNS(C)(=O)=O | 10 | -1.7 | -0.2 | -1 | 3 | -4 | -1.6 | nt | -7 |
| Cc1ccc(-c2cnc3n2CCCCC3)cc1 | 0 | -1.2 | 0.0 | -1 | 3 | -8 | -0.6 | 2.1 | -3 |
| O=C(CCc1nc2ccccc2c(=O)[nH]1)N1CCCc2ccccc21 | 6 | -0.6 | -5.6 | nt | 6 | 0 | 3.4 | 2.8 | -3 |
| Cc1ccc(S(=O)(=O)N2CCC[C@H]2C(=O)OCC(=O)c2ccc3c(c2)NC(=O)CO3)cc1 | 8 | 1.3 | -0.8 | -1 | -6 | -6 | 0.4 | 0.9 | -3 |
| COc1ccc(C(C(=O)NC(C)(C)C)N(CC2CCCO2)C(=O)CCC(=O)Nc2cc(C)on2)cc1 (stereo unspecified) | 6 | -1.9 | -2.1 | 3 | -7 | 2 | -0.6 | nt | 1 |
| C/C(=C\C(=O)Nc1cscc1C)C(=O)O | -11 | 2.0 | -0.5 | 7 | -1 | 6 | 2.7 | 1.3 | 4 |
| CCOc1ccc(S(=O)(=O)NCCC(=O)N2CC=C(c3ccccc3)CC2)cc1 | -4 | 0.4 | i | nt | 8 | 4 | 0.8 | 1.6 | 0 |
| N#CC1=C(N)N(c2ccccc2)C2=C(C(=O)CCC2)C1c1ccsc1 (stereo unspecified) | 12 | -0.4 | i | 6 | -4 | 1 | 0.0 | nt | 7 |
| COc1cccc(CN2CC(C(=O)NCCCc3ccc(C)cc3)CCC2=O)c1 (stereo unspecified) | 3 | -0.4 | -0.4 | 2 | 3 | -4 | -2.2 | 0.7 | -8 |
| CC(=O)Nc1ccc2c(c1)CCCC2=O | -3 | -0.5 | i | 2 | -7 | -11 | -0.4 | -0.4 | -9 |
| COc1ccc(-c2nc3n(c(=O)c2C#N)CCS3)cc1OC | 5 | -0.3 | -0.2 | 1 | -16 | 1 | -0.3 | -0.1 | -9 |
| COc1ccc(OCc2nc3ccc(S(=O)(=O)Nc4ccccc4Cl)cc3[nH]2)cc1 | -2 | 0.3 | -0.5 | 6 | 2 | 1 | -0.5 | -0.1 | -9 |
| Cc1ccn(-c2n[nH]c(C)c2[N+](=O)[O-])n1 | 7 | 1.6 | i | 1 | -4 | 3 | -1.5 | 0.0 | -3 |
| O=C(CNc1ccc(F)cc1)N/N=C1\CCCc2ccccc21 | 7 | -0.4 | 0.0 | 5 | -2 | -2 | -0.6 | 0.5 | nt |
| CC(NC(=O)Cn1c(=O)oc2cc(S(=O)(=O)N3CCCC3)ccc21)c1ccccc1 (stereo unspecified) | -6 | 0.2 | -0.3 | -2 | 7 | -4 | -0.1 | 1.5 | -7 |
| CCOC(=O)c1c(NC(=O)c2ccoc2C)sc2c1CCC2 | -5 | 1.5 | -0.4 | 0 | 5 | -1 | -0.5 | nt | -2 |
| CC1(C)Oc2ccc(C(=O)Nc3ccccc3)cc2N(CC#N)C1=O | 2 | -1.3 | -0.5 | 2 | 0 | 3 | 1.7 | 1.6 | -3 |
| O=C1C2C3C=CC(C4CC34)C2C(=O)N1c1cc(Cl)ccn1 (stereo unspecified) | -5 | -0.5 | -0.4 | -2 | 2 | -7 | -1.4 | 0.4 | -7 |
| CC(C)N=C1CC(C)(C)CC(=O)/C1=C(/O)CCCN1C(=O)c2ccccc2C1=O | -4 | -0.5 | i | 2 | -8 | 0 | -0.6 | 0.0 | nt |

A draw from above in order of SMILES length, rising:
| molecule | Yp Topo-I inh | PfHsp40 yeast | BH1578 lux ind | SARS 3CLpro inh | PrPC TRFRET | Anthrax LF inh2 | BoNT A protease | TcdB inh | PriA SSB inh |
| --- | --- | --- | --- | --- | --- | --- | --- | --- | --- |
| Cc1ccccc1CSCCNS(C)(=O)=O | 10 | -1.7 | -0.2 | -1 | 3 | -4 | -1.6 | nt | -7 |
| CC(=O)Nc1ccc2c(c1)CCCC2=O | -3 | -0.5 | i | 2 | -7 | -11 | -0.4 | -0.4 | -9 |
| Cc1ccc(-c2cnc3n2CCCCC3)cc1 | 0 | -1.2 | 0.0 | -1 | 3 | -8 | -0.6 | 2.1 | -3 |
| Cc1ccn(-c2n[nH]c(C)c2[N+](=O)[O-])n1 | 7 | 1.6 | i | 1 | -4 | 3 | -1.5 | 0.0 | -3 |
| COc1ccc(-c2nc3n(c(=O)c2C#N)CCS3)cc1OC | 5 | -0.3 | -0.2 | 1 | -16 | 1 | -0.3 | -0.1 | -9 |
| O=C1C2C3C=CC(C4CC34)C2C(=O)N1c1cc(Cl)ccn1 (stereo unspecified) | -5 | -0.5 | -0.4 | -2 | 2 | -7 | -1.4 | 0.4 | -7 |
| CC1(C)Oc2ccc(C(=O)Nc3ccccc3)cc2N(CC#N)C1=O | 2 | -1.3 | -0.5 | 2 | 0 | 3 | 1.7 | 1.6 | -3 |
| COc1ccc(C(=O)N2CCCC(c3nc(-c4cccs4)no3)C2)cc1 (stereo unspecified) | 21 | -0.6 | -0.7 | 3 | 8 | -4 | -1.6 | nt | -19 |
| O=C(Cn1ccc(NC(=O)OCc2ccccc2)nc1=O)NCCCn1ccnc1 | -6 | 0.5 | i | nt | 2 | 4 | 0.0 | -0.5 | -1 |
| COc1cccc(NC(=O)c2cc(-c3cccnc3)nc3c(Cl)cccc23)c1 | -12 | -0.6 | i | 5 | -3 | -2 | 1.5 | nt | -10 |
| O=C(O)c1cccc(NC(=O)c2cn(-c3ccccc3)nc2-c2cccc(Br)c2)c1 | 11 | 3.1 | -1.5 | 9 | 4 | -3 | -2.3 | 0.3 | 13 |
| O=C(NC1CCCc2ccccc21)C1CCC(CNS(=O)(=O)c2cccc3nsnc23)CC1 (stereo unspecified) | 4 | -0.2 | -0.3 | -5 | 0 | -2 | -0.8 | -0.8 | -5 |
| Cc1ccc(S(=O)(=O)N2CCC[C@H]2C(=O)OCC(=O)c2ccc3c(c2)NC(=O)CO3)cc1 | 8 | 1.3 | -0.8 | -1 | -6 | -6 | 0.4 | 0.9 | -3 |

Further compounds follow.
SMILES | Yp Topo-I inh | PfHsp40 yeast | BH1578 lux ind | SARS 3CLpro inh | PrPC TRFRET | Anthrax LF inh2 | BoNT A protease | TcdB inh | PriA SSB inh
COc1cc(Cl)c(C)cc1NC(=O)CSc1nnc(-c2cccnc2)n1Cc1ccco1 | 4 | 1.0 | i | 1 | -5 | -2 | -3.3 | nt | -10
CCc1ccccc1NC(=O)NC(C)c1ccc2c(c1)OCO2 (stereo unspecified) | -1 | -0.2 | -0.3 | 2 | -10 | 0 | -1.5 | 0.7 | -17
Cc1ccccc1OCCOC(=O)c1nc2nccc(C)n2n1 | 1 | -1.2 | -0.3 | 4 | 1 | 3 | -1.1 | 0.4 | -7
CC(=O)OCc1c(C)cc(C)c(/C=C(/C#N)C(N)=O)c1C | -3 | 0.6 | 2.0 | 5 | 5 | -2 | 0.2 | 0.4 | -1
O=C(O)CSc1nnc(-c2cccc(S(=O)(=O)N3CCOCC3)c2)n1-c1cccc(Cl)c1 | 0 | -0.9 | i | 7 | -2 | -2 | -0.5 | -1.1 | -9
O=C(C1CCC(Cn2c(=S)[nH]c3ccccc3c2=O)CC1)N1CCN(c2ccccn2)CC1 (stereo unspecified) | -5 | -0.2 | -3.0 | 7 | -1 | -6 | -0.9 | -1.0 | -19
CCCN1CCN(CC(=O)NCC(=O)Nc2cccc(C)c2C)CC1 | 2 | 0.5 | -5.6 | nt | -9 | 1 | 6.2 | -1.0 | -1
O=[N+]([O-])c1ccc(C(O)C23CN4CN(CN(C4)C2)C3)cc1 (stereo unspecified) | 5 | -2.0 | -0.1 | -3 | -7 | 0 | 0.3 | -0.2 | -12
O=C(NC12CC3CC(CC(C3)C1)C2)c1c(Cl)cccc1Cl | -3 | 0.3 | i | -2 | -6 | 2 | -5.2 | 0.6 | -4
CCN(C(=O)CN1CCN(c2cccc(C(F)(F)F)c2)CC1)c1c(N)n(Cc2ccccc2)c(=O)[nH]c1=O | -4 | -1.0 | i | -1 | 5 | 1 | -0.3 | 2.3 | 1

The results go on:
SMILES | Yp Topo-I inh | PfHsp40 yeast | BH1578 lux ind | SARS 3CLpro inh | PrPC TRFRET | Anthrax LF inh2 | BoNT A protease | TcdB inh | PriA SSB inh
Cc1c(NS(=O)(=O)c2cccc(C(=O)O)c2)c(=O)n(-c2ccccc2)n1C | -1 | 0.0 | 0.5 | -8 | -4 | 0 | 1.3 | 1.4 | -6
CC1CCC2CCCCC2N1C(=O)c1cc([N+](=O)[O-])cc([N+](=O)[O-])c1 (stereo unspecified) | -4 | -1.0 | -0.6 | 4 | -3 | 5 | -4.5 | 1.2 | 1
O=[N+]([O-])c1ccc(N2CCCCC2)cn1 | 8 | -1.0 | 0.7 | 6 | -20 | -2 | 0.1 | -2.7 | -8
O=C(O)CSc1nnc(-c2ccccc2O)n1Cc1ccccc1 | 2 | -0.4 | -5.0 | 1 | -1 | 0 | 0.1 | nt | -22
Nc1nc(CSc2nnc(-c3cccc(F)c3)n2-c2ccccc2)nc(N2CCOCC2)n1 | 4 | 1.8 | -0.2 | 0 | -3 | 0 | 0.1 | nt | -17

Some of the compounds tested. The share of hits here may be higher or lower than overall.
